High-throughput results as filed in PubChem.
PrPC TRFRET: inhibitors of human cell surface prion protein PrPC, primary screen, cell-based, TR-FRET | Major prion protein (Homo sapiens), P04156 | hit rate 0.43% among 370,000 | TR-FRET read-out | inhibition, % at 13.8 µM; in the data active = inhibition above about 24%; note: 0% = median of the test wells and 100% = reference compound wells
GDH-TPI inh: GDH-TPI coupling enzyme inhibitors, primary screen, artefact control for M. tuberculosis FBA inhibitor project, biochemical, absorbance, full deck. GDH-TPI coupled enzyme counterscreen, NADH absorbance. inhibition, % at 4.8 µM. hit rate 1.2% among 360,000. AID 588335, 2011;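 note: 0% = DMSO wells and 100% = wells lacking the enzyme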
Mtb FBA inh: Mtb FBA enzyme inhibitors, primary screen, biochemical, fluorescence, strain H37Rv. AID 588726, 2011. purified M. tuberculosis FBA, fluorescence read-out. inhibition, % at 1 µM. hit rate 2.3% among 360,000; in the data active = inhibition above about 27%;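 note: 0% = vehicle and 100% = reference inhibitor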
Target sequence (P9WQA3 whole entry, looked up): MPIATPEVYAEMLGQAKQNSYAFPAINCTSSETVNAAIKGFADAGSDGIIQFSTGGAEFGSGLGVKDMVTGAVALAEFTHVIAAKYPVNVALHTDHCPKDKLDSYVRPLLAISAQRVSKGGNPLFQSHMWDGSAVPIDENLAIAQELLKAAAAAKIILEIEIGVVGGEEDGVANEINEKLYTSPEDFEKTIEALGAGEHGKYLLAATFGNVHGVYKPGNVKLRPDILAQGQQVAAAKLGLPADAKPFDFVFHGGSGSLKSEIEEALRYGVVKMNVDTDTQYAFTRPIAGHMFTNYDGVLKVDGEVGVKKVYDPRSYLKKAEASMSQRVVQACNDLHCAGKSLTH
BoNT F protease: BoNT/F light chain protease inhibitors, primary screen, biochemical, flow cytometry, MLPCN library; AID 588497, 2011; inhibition, % at 10 µM; Multiplex microsphere protease cleavage assay; hit rate 0.22% among 360,000; in the data active = inhibition above about 35%, passing the limit was not always enough; inconclusive = no clear call, values can overlap the other calls; note: plate controls were buffer without enzyme for full effect and enzyme alone for no effect
CCHFV vOTU inh: CCHFV vOTU protease inhibitors, primary screen, biochemical, Pep-AMC substrate, fluorescence; Crimean-Congo hemorrhagic fever virus L polyprotein viral ovarian tumor (vOTU) protease …; inhibition, % at 11.5 µM; hit rate 0.55% among 370,000; note: 0% = vehicle wells with enzyme and 100% = no enzyme wells
Mtb BioA inh: M. tuberculosis BioA enzyme inhibitors, primary screen, biochemical, plate reader, single point, HTS; purified M. tuberculosis BioA enzyme; AID 602481, 2012; 7,8-diaminopelargonic acid synthase BioA (Mycobacterium tuberculosis); inhibition, % at 9.99 µM; hit rate 0.096% among 360,000; in the data active = inhibition above about 40%; inconclusive = no clear call, values can overlap the other calls
BoNT-A LC inh2: BoNT/A light chain protease inhibitors, primary screen, biochemical, flow cytometry, MLPCN library. Botulinum neurotoxin type A light chain protease (Clostridium botulinum A str. ATCC 3502). multiplex microsphere protease substrate cleavage. inhibition, % at 10 µM. hit rate 0.17% among 360,000. AID 588499, 2011; in the data active = inhibition above about 30%; inconclusive = no clear call, values can overlap the other calls; note: plate controls were buffer without enzyme for full effect and enzyme alone for no effect
Mtb UGM inh: M. tuberculosis UGM enzyme inhibitors, primary screen, biochemical, fluorescence polarization, single point; UDP-galactopyranose mutase (Mycobacterium tuberculosis (strain ATCC 25618 / H37Rv)), …; purified UGM, fluorescence polarization probe displacement; inhibition, % at 10 µM; hit rate 0.06% among 320,000; in the data active = inhibition above about 10%, passing the limit was not always enough; inconclusive = no clear call, values can overlap the other calls
Target sequence (P9WIQ1 whole entry, looked up): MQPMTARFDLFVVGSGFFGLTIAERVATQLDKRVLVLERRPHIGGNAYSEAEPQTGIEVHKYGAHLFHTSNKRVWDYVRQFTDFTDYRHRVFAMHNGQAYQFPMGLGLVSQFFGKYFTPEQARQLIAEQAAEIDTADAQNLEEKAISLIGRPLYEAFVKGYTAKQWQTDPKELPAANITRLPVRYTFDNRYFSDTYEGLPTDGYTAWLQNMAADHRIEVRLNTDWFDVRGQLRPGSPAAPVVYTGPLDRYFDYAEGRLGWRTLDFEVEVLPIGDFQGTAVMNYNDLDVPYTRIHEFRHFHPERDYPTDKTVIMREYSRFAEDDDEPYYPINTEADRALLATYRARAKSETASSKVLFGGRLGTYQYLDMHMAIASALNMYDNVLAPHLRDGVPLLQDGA
FadD28 binding: inhibitors of FadD28 bisubstrate probe binding, primary screen, biochemical, fluorescence polarization, single point; Mycobacterium tuberculosis FadD28 fatty-acid-AMP ligase; inhibition, % at 12.5 µM; hit rate 0.22% among 360,000; in the data active = inhibition above about 8.5%, passing the limit was not always enough; inconclusive = no clear call, values can overlap the other calls
* marks the source's active call; other numbers are inactive results; ? = inconclusive; . = no result given. Cut-off read from the data, not from the text of the source, unless noted: active = inhibition above about 30%; inactive = the rest.

SMILES	PrPC TRFRET	GDH-TPI inh	Mtb FBA inh	BoNT F protease	CCHFV vOTU inh	Mtb BioA inh	BoNT-A LC inh2	Mtb UGM inh	FadD28 binding
COc1cccc(OC)c1CC1SC(=O)NC1=O (stereo not drawn)	6	7	-9	-3	2	.	-0.2	-3.3	-1.4
NNC(=O)c1ccc(Cn2cccn2)o1	3	7	2	?	-11	.	0.1	2.4	-0.8
Cn1c(=O)n(CCc2ccccc2)c(=O)c2c1nc1n2CCN1Cc1ccco1	8	5	3	-11	2	1.6	-1.0	0.5	0.0
Cc1cc(C)n2nc(C(=O)OCCOc3cccc(Br)c3)nc2n1	-6	-4	0	3	13	-1.4	0.3	-5.0	-4.4
COc1ccc(CC(=O)n2[nH]c(=O)ccc2=O)cc1OC	-1	2	-2	.	-6	0.0	.	-0.4	0.6
CCCCSc1nc2c(cnn2-c2ccc(C)c(C)c2)c(=O)[nH]1	7	-16	-1	-4	-11	-0.7	-0.6	1.3	-0.9
Cc1oc2c(c(C)cc3oc(=O)c(CC(=O)NCC(=O)NCC(=O)O)c(C)c32)c1C	-1	5	24	?	7	.	-2.4	1.3	-0.3
CCOC(=O)c1sc(NC(=O)C2CC=CCC2C(=O)O)nc1C (stereo not drawn)	-4	-7	-5	-4	-3	-0.5	-0.1	2.0	-4.9
CCCOc1ccc2oc(=O)c3c(c2c1)CCCN3C(=O)CN(C)Cc1ccccc1	-7	30	5	-4	11	-1.4	-0.2	1.2	-0.8
Cc1ccc(OCCCSc2ncccn2)cc1C	2	-5	3	-8	12	-0.9	0.1	-2.6	-4.6
COc1ccc([C@H]2C[C@@H](O)[C@H](n3cc(C4CC4)nn3)CN2Cc2cccs2)cc1	11	-9	5	-4	10	-0.8	0.3	.	-1.6
CC1CCCN(C(=O)COC(=O)CNC(=O)c2sc3ccccc3c2Cl)C1 (stereo not drawn)	4	-6	0	0	12	-1.0	0.9	0.1	-2.4
Cc1nnc(SC(C)C(=O)Nc2ccc3ccccc3c2)[nH]c1=O (stereo not drawn)	4	-1	2	-8	18	0.9	-1.6	0.9	-0.3
COc1cc(C)nc(Oc2ccc(OCCOc3ccccc3)nn2)n1	-2	6	1	-2	-3	.	-0.2	-1.2	-3.7
CCOC(=O)Nc1cccc(OCC(=O)Nc2ccc3c(c2)CCC3)c1	5	4	-2	-6	13	-0.8	-0.6	0.3	-1.9
O=C(NC1CCCCC1)NC1(C(=O)N2CCN3CCCC3C2)CCCCC1 (stereo not drawn)	-2	4	-3	9	-4	-3.8	0.9	0.4	0.2
Cn1nc(C(F)(F)F)c(-c2ccc(F)cc2)c1NC(=O)Nc1ccc(F)cc1	-2	1	0	?	3	-0.5	-2.1	-1.4	-3.2
CCc1ccc(OCCNC(=O)c2ccccc2SCc2ccccc2)cc1	0	14	4	-3	19	-3.0	0.4	-0.7	-1.5
Nc1cc(OC(=O)c2ccccc2Br)nn1S(=O)(=O)c1ccccc1	1	1	1	-8	1	1.4	0.8	1.2	-1.1
COc1ccc2[nH]cc(CCNS(=O)(=O)c3ccccc3)c2c1	10	2	-1	1	3	0.8	0.0	1.9	-0.1
Cc1ccc(C2N3CC4([N+](=O)[O-])CN2CC([N+](=O)[O-])(C3)C4(C)C)cc1 (stereo not drawn)	-8	4	-2	1	3	-0.3	0.4	-1.7	-2.7
Cc1ccc(NC(=S)N(CCCN2CCOCC2)Cc2cccs2)c(C)c1	-8	8	-2	-2	-19	7.9	-0.7	.	0.4
CCOc1ccc(NC(=O)CN(C)C(=O)CSC(C)C(=O)Nc2cc(C)on2)cc1OCC (stereo not drawn)	-2	12	-3	-1	-2	0.4	1.2	2.1	-3.8
O=C(NCc1cccs1)C1CCN(S(=O)(=O)c2ccc3c(c2)OCCO3)CC1	-5	3	-1	-5	-14	-1.3	-0.6	4.1	0.3
Cc1ccc(Nc2nnc(SC(C)C(=O)NCC3CCCO3)s2)cc1 (stereo not drawn)	3	9	-1	-2	10	-0.7	-1.0	-6.6	-2.3

More entries follow:
SMILES	PrPC TRFRET	GDH-TPI inh	Mtb FBA inh	BoNT F protease	CCHFV vOTU inh	Mtb BioA inh	BoNT-A LC inh2	Mtb UGM inh	FadD28 binding
COCCCNC(=O)Cn1nnc(-c2ccccc2NC(=O)c2ccccc2F)n1	-3	-8	3	1	-9	-1.5	-0.1	-0.3	-2.1
CCOc1ccccc1C(=O)NC1CCN(Cc2nnnn2C2CCCC2)CC1	5	-16	-1	0	-6	3.7	?	.	1.0
Cc1cc(C)n2nc(CC(=O)NNC(=O)c3ccc(N(C)C)cc3)nc2n1	-6	7	4	1	-1	-1.0	2.2	-1.6	-0.7
COC(=O)c1cc(OC)nc2c1c(=O)n(C)c(=O)n2C	10	7	110*	-11	-28	.	-1.0	1.2	-1.1
CCc1ccc(NC(=O)C(=O)NCC2CCCO2)cc1 (stereo not drawn)	4	3	-3	-1	0	1.3	-1.4	4.4	-2.8
O=C(COC(=O)CSc1nnc(-c2ccc(Cl)cc2)o1)NCc1ccc2c(c1)OCO2	1	2	-2	-15	3	-0.5	-0.1	-0.4	-3.7
COc1ccccc1NC(=O)Nc1nnc([C@@H]2C[C@H](O)[C@@H](CO)O2)s1	4	8	1	0	-3	-0.7	0.2	.	-3.0
CCOC(=O)NC1(C(F)(F)F)C(=O)N(Cc2ccccc2)C2=C1C(=O)CC(C)(C)C2 (stereo not drawn)	3	4	0	-8	10	0.0	-3.7	1.4	-2.5
Cc1ccccc1Nc1nnc(SCC(=O)Nc2ccccc2[N+](=O)[O-])s1	2	12	0	-13	15	-0.3	-0.5	-2.6	-0.8
CCC(CO)Oc1cc(NCc2ccc(OC)cc2)c2ncn(C(C)C)c2c1 (stereo not drawn)	1	1	2	0	-9	0.8	-0.3	1.0	-1.8
CCOc1ncccc1C(=O)NCc1ccccc1Cl	-6	3	1	0	-9	-1.0	0.3	-0.8	-1.0
CC1(C)CC(=O)C=C(c2n[nH]nc2C2CCCCC2)C1	6	12	-4	2	5	0.1	-0.5	.	-2.0
COc1ccc(C(=O)CSc2ncn[nH]2)cc1OC	3	5	1	-4	0	-1.2	-0.1	-1.5	-3.7
O=C(NCC1CC1)C1Cc2c(-c3ccc(Cl)cc3)ccnc2O1 (stereo not drawn)	-9	0	4	-14	15	4.9	-0.2	.	-2.6
COc1ccc(NC(=O)CCNC(=O)Cn2ccc3ccccc3c2=O)cc1Cl	3	2	2	-5	-3	-2.8	0.8	1.1	-2.1
O=C(CN1C(=O)CCSc2ccccc21)Nc1ccccc1	4	8	2	-7	-10	-1.2	-1.3	0.7	0.6
N#Cc1ccc(C(=O)OCC(=O)N2CCCCCC2)cc1	1	6	7	2	6	1.1	-1.1	.	-1.6
CCOC(=O)[C@]12CCC=C1N(Cc1cccc3ccccc13)C(=O)[C@H](CC(=O)NCc1ccc(C)o1)C2	6	.	.	3	5	.	-0.9	.	.
N#Cc1nc(COc2ccc(Cl)cc2)oc1N1CCN(Cc2ccccc2)CC1	5	0	-2	11	21	-0.6	-0.2	-3.1	-2.4
CC(=O)Nc1cccc(C(=O)OCC(=O)NCc2cc(C)c(O)c(C)c2)c1	-1	-2	-1	-8	1	2.1	2.6	0.4	-4.1
COc1ccc(NC(=O)CNC(=O)c2ccco2)cc1	8	12	2	.	-8	-0.1	.	-0.6	-1.9
O=C(COC(=O)COc1cccc(F)c1)NCC1CCCCC1	-2	1	5	-2	9	-0.1	-0.4	4.4	-0.5
CC(=O)c1cccc(NC(=O)CC2SC(N3CCCCC3)=NC2=O)c1 (stereo not drawn)	-3	16	2	-14	5	-2.2	-0.2	-1.4	0.9
COc1cccc(CN2CC(C(=O)NC3CCC(O)CC3)CCC2=O)c1 (stereo not drawn)	-4	-8	1	-2	-2	-0.6	0.7	-3.8	0.6
COC(=O)[C@@]12CCCCN1[C@H](c1ccc(-c3ccc(C(C)=O)cc3)cc1)[C@@H]1C(=O)N(C)C(=O)[C@@H]12	-9	8	1	-3	-3	2.0	-0.4	1.6	-1.1

Additional results.
SMILES	PrPC TRFRET	GDH-TPI inh	Mtb FBA inh	BoNT F protease	CCHFV vOTU inh	Mtb BioA inh	BoNT-A LC inh2	Mtb UGM inh	FadD28 binding
COc1ccc(/C=N/N2CCN(C3c4ccccc4-c4ccccc43)CC2)cc1OC	0	7	-2	-8	5	0.6	-0.4	-2.0	0.3
O=C1CC[C@@H](O)CCN1CC[C@H](Sc1ccc(Br)cc1)c1ccccc1	7	1	-1	0	7	1.1	0.4	-1.0	-23
CNC[C@H](Cc1ccccc1)NC[C@@H](Cc1cccc2ccccc12)NCCc1ccc(C)cc1	-15	5	1	-63	5	-0.4	0.3	2.7	-6.5
CS(=O)(=O)N1CCN(c2ccccc2NC(=O)Cc2ccccc2)CC1	-4	4	1	-6	6	0.3	0.9	-1.1	-2.5
N#C/C(=C\c1ccc(OCc2ccccc2)cc1)C(=O)Nc1nc2c(s1)CCN(Cc1ccccc1)C2	-8	3	0	-6	-5	-2.2	1.8	-2.9	-3.3
O=C(CSC1=Nc2ccccc2C2=NC(c3ccccc3)C(=O)N12)NC1CCCCC1 (stereo not drawn)	-2	3	3	8	8	6.9	0.8	0.7	1.1
CCCS(=O)(=O)N1CCC(C(=O)NCCc2ccc(C)cc2)CC1	-2	-10	-2	-3	-9	.	0.3	-2.9	-3.3
O=C(Cc1ccc(Br)cc1)NCc1ccccc1	7	4	0	21	-15	-2.8	-1.2	-0.7	1.6
CCOc1ccc(NC(=O)CSc2nnc(CNC(=O)c3cccs3)o2)cc1	-6	7	-4	1	-3	-0.5	0.5	0.4	0.3
COc1cccc(C(c2sc3nc(C)nn3c2O)N2CCC3(CC2)OCCO3)c1 (stereo not drawn)	-6	9	1	1	-4	0.3	0.3	-0.3	-1.4
CCN(C)C1CN(Cc2cn(Cc3ccc(C)cc3)nn2)S(=O)(=O)C1 (stereo not drawn)	0	.	.	0	-3	.	-0.5	.	.
O=S(=O)(c1ccc2c(c1)nc1n2CCC1)N1CCOCC1	-8	19	0	-14	-8	.	-3.2	-0.3	-1.7
COc1cc2c(c(OC)c1OC)-c1ccc(O)c(=O)cc1C(NC(C)=O)CC2 (stereo not drawn)	-12	16	3	-13	-13	5.0	-4.3	-5.0	1.0
Cn1c(=O)c2c(ncn2Cc2ccccc2)n(C)c1=O	10	1	1	-1	0	0.0	-1.0	.	-0.4
Cn1ccc(NC(=O)CCl)n1	3	-2	1	-2	6	.	-0.6	-0.8	0.9
Nc1nc(SCC(=O)N2CCOCC2)[nH]c(=O)c1-c1ccccc1	1	6	0	-2	13	-0.7	0.5	0.0	-1.0
CCOc1ccc(-n2c(O)c(N=Nc3ccc([N+](=O)[O-])cc3)c(=O)[nH]c2=O)cc1	-3	6	-2	2	3	.	-0.3	1.5	2.4
Cc1sc2ncnc(N[C@@H](Cc3c[nH]c4ccccc34)C(=O)O)c2c1C	4	-1	1	-16	-10	.	-1.0	3.0	-0.4

Complete entries from above.
CCOC(=O)c1sc(NC(=O)C2CC=CCC2C(=O)O)nc1C (stereo not drawn) reads PrPC TRFRET = -4; GDH-TPI inh = -7; Mtb FBA inh = -5; BoNT F protease = -4; CCHFV vOTU inh = -3; Mtb BioA inh = -0.5; BoNT-A LC inh2 = -0.1; Mtb UGM inh = 2.0; FadD28 binding = -4.9
Cn1c(=O)c2c(ncn2Cc2ccccc2)n(C)c1=O reads PrPC TRFRET = 10; GDH-TPI inh = 1; Mtb FBA inh = 1; BoNT F protease = -1; CCHFV vOTU inh = 0; Mtb BioA inh = 0.0; BoNT-A LC inh2 = -1.0; Mtb UGM inh = .; FadD28 binding = -0.4
